Source: PubChem
PHOSPHO1 inh: PubChem AID 1565; Phosphoethanolamine/phosphocholine phosphatase (Homo sapiens), Q8TCT1; recombinant PHOSPHO1, absorbance phosphatase assay; inhibition, % at 13.3 µM; 1.1% of 290,000 active; in the data active means inhibition above about 60%
Target sequence (Q8TCT1 whole entry, looked up): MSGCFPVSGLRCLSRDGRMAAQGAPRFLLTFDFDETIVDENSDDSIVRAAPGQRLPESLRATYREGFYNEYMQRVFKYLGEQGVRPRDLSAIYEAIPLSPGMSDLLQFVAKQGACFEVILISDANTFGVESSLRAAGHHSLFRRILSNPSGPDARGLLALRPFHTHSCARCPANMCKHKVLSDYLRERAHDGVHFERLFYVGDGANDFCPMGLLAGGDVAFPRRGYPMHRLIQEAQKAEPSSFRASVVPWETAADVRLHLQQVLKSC
V1aR counter: agonists of human V1a receptor, primary screen, counter-screen for OXTR agonist project, fluorescence, CHO-V1R cells; Vasopressin V1a receptor (Homo sapiens), P37288; 0.25% of 320,000 active; activation, % at 3 µM; Fluo-8 calcium fluorescence, agonist mode; 0% DMSO, 100% 3 nM vasopressin; AID 2797, 2010;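 active means activation above the mean activation of all tested compounds plus 3 SD, per screening run, cut at about 20% in these data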;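 further: signal is peak over basal fluorescence ratio across a 100 second FLIPR read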
GalR3 antag: GalR3 antagonists in HEK293 cells, primary screen, cell-based, fluorescence readout; AID 651719, 2012; inhibition, % at 3 µM; 0.44% of 360,000 active; HEK293 GalR3-CNG cAMP membrane potential fluorescence; galR3 body fused to GalR1 C-terminus;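 active means inhibition above the screen-wide average plus 3 SD, cut at about 13% in these data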;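 further: forskolin and galanin both at EC90 stimulate the cells; cAMP rise reported by CNG channel membrane potential dye signal; 0% = forskolin plus galanin with DMSO and 100% = forskolin alone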
Target sequence (O60755 1-299 limits assumed): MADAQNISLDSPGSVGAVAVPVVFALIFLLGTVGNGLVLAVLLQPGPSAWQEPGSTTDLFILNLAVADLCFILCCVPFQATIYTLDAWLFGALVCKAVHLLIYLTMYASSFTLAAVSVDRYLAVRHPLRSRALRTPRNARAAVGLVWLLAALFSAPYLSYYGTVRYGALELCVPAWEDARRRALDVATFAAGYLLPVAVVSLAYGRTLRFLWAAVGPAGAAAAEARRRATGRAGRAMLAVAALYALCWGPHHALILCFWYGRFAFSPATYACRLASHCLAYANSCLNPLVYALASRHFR
OXTR ag: human OXTR agonists, primary screen, fluorescence, CHO-OTR cells, Fluo-8 calcium. Fluo-8 calcium fluorescence; normalized: DMSO 0%, oxytocin 100%. activation, % at 3 µM. Oxytocin receptor (Homo sapiens), P30559. 0.32% of 320,000 active;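 active means activation above the mean of all tested compounds plus 3 SD, cutoff set per screening run, cut at about 20% in these data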;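 further: peak over basal fluorescence ratio from a 100 s FLIPR kinetic read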
Target sequence (P30559 whole entry, looked up): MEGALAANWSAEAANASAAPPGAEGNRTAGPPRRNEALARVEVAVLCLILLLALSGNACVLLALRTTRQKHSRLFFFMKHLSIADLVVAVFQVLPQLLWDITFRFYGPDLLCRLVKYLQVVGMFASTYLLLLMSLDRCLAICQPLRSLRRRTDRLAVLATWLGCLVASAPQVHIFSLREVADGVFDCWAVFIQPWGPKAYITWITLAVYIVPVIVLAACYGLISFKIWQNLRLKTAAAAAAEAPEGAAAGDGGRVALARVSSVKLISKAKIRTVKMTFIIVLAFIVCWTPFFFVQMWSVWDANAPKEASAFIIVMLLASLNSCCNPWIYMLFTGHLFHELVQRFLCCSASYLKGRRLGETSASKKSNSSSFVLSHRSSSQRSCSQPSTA
An asterisk follows results filed as active; · = no result given. Some of the compounds tested, so the mix of outcomes need not match the whole.

Structure	PHOSPHO1 inh	V1aR counter	GalR3 antag	OXTR ag
CC(C)C(=O)c1c(C(C)C)nn2ccccc12	·	0.0	·	-2.1
COc1cc(C)nc(N2CCCC(C(=O)NC3CCC(C)CC3)C2)n1 (centres undefined)	-1.6	0.6	·	-1.3
CC[C@@H]1CC=C[C@H]2[C@H]1C(=O)N(Cc1ccccc1)[C@H]2c1ccoc1	39.0	-1.3	·	-2.6
CC(C)n1cnc2c(N(C)c3cccc(Cl)c3)nc(N(CCO)CCO)nc21	26.5	1.2	·	0.0
Cc1noc(C)c1CSc1nnc2cc(C)c3ccccc3n12	-10.8	1.6	·	0.8
Cc1cc2ccccc2n1CCNC(=O)COc1ccccc1	22.1	4.7	·	1.8
CCOC(=O)N1CCN(C(c2ccc(Cl)cc2)c2sc3nc(C)nn3c2O)CC1 (centres undefined)	-0.6	-0.1	·	-0.7
NC(=O)C1(N2CCCCC2)CCN(C(=O)CCCn2c(=O)[nH]c3ccsc3c2=O)CC1	-8.8	0.4	·	0.2
CC[C@]1(O)CC2CN(CCc3c([nH]c4ccccc34)[C@@](C(=O)OC)(c3cc4c(cc3OC)N(C=O)[C@H]3[C@@](O)(C(=O)OC)[C@H](OC(C)=O)[C@]5(CC)C=CCN6CC[C@]43[C@@H]65)C2)C1 (some centres undefined)	4.0	-0.4	·	-0.1
COc1cccc(C(=O)OCn2nnc3ccccc3c2=O)c1OC	26.6	1.0	·	0.5
CCN1CCN(C(c2ccccc2)c2sc3nc(C)nn3c2O)CC1 (centres undefined)	13.0	0.1	·	0.0
COc1ccc(N2CCN(C(c3ccccc3)c3sc4nc(C)nn4c3O)CC2)cc1 (centres undefined)	-0.6	0.5	·	1.2

(cont.)
Structure	PHOSPHO1 inh	V1aR counter	GalR3 antag	OXTR ag
CC(C)(C)OC(=O)N[C@@H](CCCCNC(=O)OCc1ccccc1)c1nnc([C@H](CCCCNC(=O)OCc2ccccc2)NC(=O)OC(C)(C)C)o1	20.4	2.0	·	2.8
CC(NC(=O)C1CCCCC1)C(c1cccs1)N1CCOCC1 (centres undefined)	13.0	0.1	·	-1.2
CCOCCn1c(SCC(=O)OCc2ccccc2)nc2c1c(=O)[nH]c(=O)n2C	13.0	0.5	·	0.1
COc1cc2c(c(OC)c1OC)-c1c(cc3c(c1OC)OCO3)C[C@H](C)[C@@](C)(O)C2	-13.1	-0.1	·	-1.1
Cn1cnc2c1c(=O)n(Cc1ccccc1)c(=O)n2C	-9.3	0.6	·	-0.6
CC1CN(c2nc3ccccc3nc2C(C#N)C(=O)NC2CCCCC2)CC(C)O1 (centres undefined)	16.8	0.3	·	-1.4
CCCCCn1c(CN2CCN(C(=O)c3ccco3)CC2)nc2c1c(=O)n(C)c(=O)n2C	22.1	0.3	·	0.7
CCCCC1=CC2=CC(=O)C(C)(OC(=O)CC)C(=O)C2=CN1Cc1ccco1 (centres undefined)	35.3	0.7	·	-0.7
CCCCCCNC(=O)N[C@@H](C(=O)NCCC[C@H]1CN2C(=NC[C@@H]2Cc2ccccc2)N1CCc1cccc(OC)c1)C(C)C	26.5	-0.2	·	-1.8
CCCc1nnc(NC(=O)c2c(O)c3cccc4c3n(c2=O)CCC4)s1	-68.8	1.1	·	-0.6
COC(=O)C1=C(C(=O)OC)[C@@H]2N(C)c3ccc(OC)cc3[C@@]23C[C@@H](C(=O)OC)N(C(=O)C2CCC2)C3=N1	22.1	-0.7	·	-3.0
COc1ccc(C2=CC3=C(Br)C(=O)C(C)(OC(=O)C4CCCC4)C(=O)C3=CO2)cc1 (centres undefined)	13.3	1.2	·	0.7

Next part.
Structure	PHOSPHO1 inh	V1aR counter	GalR3 antag	OXTR ag
Cc1csc2ncc(C(=O)NCc3ccc4c(c3)OCO4)c(=O)n12	16.5	-0.5	·	0.3
Cc1nc2sc(C(c3ccc(Cl)cc3)N3CCN(CCO)CC3)c(O)n2n1 (centres undefined)	17.5	1.3	·	-0.2
CC1(C)CC[C@]2(C(=O)O)CC[C@]3(C)C(=CC[C@@H]4[C@@]5(C)CC[C@H](O)C(C)(C)[C@@H]5CC[C@]43C)[C@@H]2C1	17.7	-0.1	·	-1.1
CCCN1CCN(C(=O)CCCn2c(C)c3cnn(-c4ccccc4)c(=O)c3c2C)CC1	8.6	-0.9	·	-1.8
O=C(c1cnc2sccn2c1=O)N1CCCc2ccccc21	32.6	0.7	·	3.0
CC[C@H]1OC(=O)C[C@@H](O)[C@H](C)[C@@H](O[C@@H]2O[C@H](C)C[C@H](N(C)C)[C@H]2O)[C@@H](CC=O)C[C@@H](C)C(=O)C=C[C@]2(C)O[C@H]2[C@@H]1C	8.5	-0.8	·	-0.3
C[C@@H]1C[C@@H]2OC(=O)[C@]3(C)[C@H]2[C@@H](OC3(C)O)[C@]2(C)C(=O)CC[C@H]12 (some centres undefined)	26.6	1.6	·	0.8
CC1(OC(=O)c2cccs2)C(=O)C=C2C=C3CCCN3C=C2C1=O (centres undefined)	17.7	-0.8	·	-0.9
CSCCC1NC(=O)NC1=O (centres undefined)	-1.3	0.0	·	-0.8
COc1ccc(CCNC(=O)CSc2nc(C)nc3c2c(=O)n(C)c(=O)n3C)cc1OC	4.7	1.0	·	0.3
O=C(c1cc2ccccn2n1)N1CCN(Cc2ccccc2)CC1	6.7	0.8	·	0.4
Cn1c(=O)[nH]c(=O)c2c1nc(CN1CCN(c3ccccc3F)CC1)n2CCc1ccccc1	31.1	0.2	·	-2.3

Continued.
Structure	PHOSPHO1 inh	V1aR counter	GalR3 antag	OXTR ag
Cc1nn(C(=O)c2ccoc2C)c(N)c1-c1ccccc1	13.1	5.7	·	6.8
c1cn2c(NC3CCCC3)c(-c3ccc(N4CCOCC4)cc3)nc2cn1	-8.8	0.2	·	-0.5
COc1ccc(C2=CC3=C(Br)C(=O)C(C)(O)C(=O)C3=CO2)cc1 (centres undefined)	0.1	2.0	·	-0.2
C/C=C\C=C\C(=O)Nc1cccc(C2=NOC3(C2)C[C@H](C(N)=O)N(C(=O)c2ccccc2C(=O)c2ccccc2)C3)c1 (some centres undefined)	-8.7	-0.9	·	-1.1
CCCCC1=CC2=CC(=O)C(C)(OC(=O)c3cnc4ccccc4n3)C(=O)C2=CO1 (centres undefined)	4.5	3.3	·	0.3
COc1ccc(-n2nnc3c(=O)n(CC(=O)N4CCC(Cc5ccccc5)CC4)cnc32)cc1	-0.5	0.2	·	-1.1
CCOCCn1c(CN2CCCC(C)C2)nc2c1c(=O)n(C)c(=O)n2C (centres undefined)	-23.2	0.6	·	-0.2
NC(=O)CSc1cn(CCNC(=O)c2cccs2)c2ccccc12	31.1	0.7	·	1.3
O=C(OCn1nnc2ccccc2c1=O)c1cc2ccccc2o1	22.1	0.7	·	0.2
COc1ccc2cc1Oc1ccc(cc1)C[C@H]1c3cc(c(OC)cc3CCN1C)Oc1c(O)c(OC)cc3c1[C@H](C2)N(C)CC3	35.3	0.0	·	2.2
CCCCCC(=O)Cc1cc(O)cc2c1C(=O)Oc1cc(O)c(C(=O)O)c(CCCCC)c1O2	8.5	1.7	·	2.8
COc1ccc(C2/C=C\CN(C(=O)C3CC3)[C@H](Cc3ccccc3)C(=O)N2Cc2ccc(F)cc2)cc1 (some centres undefined)	39.7	0.2	·	-2.5

Following part
Structure	PHOSPHO1 inh	V1aR counter	GalR3 antag	OXTR ag
O=C1C=C(O)c2c(O)cccc2C1=O	8.5	0.2	·	0.1
COCC(=O)O[C@]1(CCN(C)CCCc2nc3ccccc3[nH]2)CCc2cc(F)ccc2[C@@H]1C(C)C	-0.6	4.3	·	15.7
CC(NC(=O)C1CCCCC1)C(c1cccs1)N1CCN(C)CC1 (centres undefined)	13.0	0.2	·	0.4
CCCCCc1cc(=O)oc2c(C(CCN3CCCC(C)C3)c3cc(OC)c(OC)c(OC)c3)c(OC)cc(OC)c12 (centres undefined)	31.1	6.4	·	16.4
CCC1CCCCN1Cc1nc2c(c(=O)n(C)c(=O)n2C)n1Cc1cccc2ccccc12 (centres undefined)	16.5	-0.2	·	0.8
CCCCC1=CC2=CC(=O)C(C)(OC(=O)CC)C(=O)C2=CN1c1ccccc1 (centres undefined)	4.5	-0.1	·	-0.9
Cn1nc(CC(=O)Nc2cccnc2N2CCOCC2)c2ccccc2c1=O	-0.2	0.1	·	0.9
C/C=C\C=C/C(=O)Nc1cccc(C2=NOC3(C2)C[C@@H](C(N)=O)N(C(=O)c2ccccc2)C3)c1 (some centres undefined)	35.3	-0.1	·	-0.1
CC(C)(C)OC(=O)NCCCC[C@H](NC(=O)c1[nH]cnc1C(=O)Nc1ccc(Cl)cc1)C(=O)OC(C)(C)C	29.7	0.8	·	0.5
CCOC(=O)c1ccc(NC(=O)CSc2nc3c(c(=O)n2-c2ccccc2OC)SCC3)cc1	39.6	-0.6	·	-1.6
Cc1cc2cc(CNC(=O)c3ccco3)ccc2n1C	-14.2	2.6	·	2.2
Cc1cc2c(cc(C(=O)N3CCC(C(=O)NC4CCCC4)CC3)n2Cc2c(F)cccc2Cl)o1	17.5	1.0	·	-0.7

(list continues)
Structure	PHOSPHO1 inh	V1aR counter	GalR3 antag	OXTR ag
CC(O)CSc1nc2c(c(=O)n(C)c(=O)n2C)n1CCCc1ccccc1 (centres undefined)	13.0	-0.6	·	-0.8
Nn1nnc2ccccc21	17.5	0.5	·	0.2
CC(=O)Nc1ccc(-c2ccnc3c2CC(C)(C(=O)Nc2ccccc2)O3)cc1 (centres undefined)	·	·	-6.6	·
COC(=O)C1(C(=O)OC)C[C@H](/C=C/c2ccccc2)N(Cc2ccccc2OC)[C@@H]1c1ccc(F)cc1	·	·	-4.0	·
O=C(c1[nH]c(C(F)(F)F)nc1-c1ccccc1)N1CCN(c2ccc(C(F)(F)F)cn2)CC1	·	·	-7.0	·
CCCCNC(=O)C1(C)CCN1Cc1cc(C)ccc1C (centres undefined)	·	·	-6.0	·
COC(=O)C1=C(C)N(Cc2ccccc2C(F)(F)F)C(=NCc2ccccc2)NC1c1cccc(C(F)(F)F)c1 (centres undefined)	·	·	-7.5	·
CCN(CC)Cc1nc2nc(Cl)c(Cl)nc2[nH]1	·	·	-6.7	·
CC(=O)c1ccc(C2CC(OCCF)=CC(=O)O2)cc1 (centres undefined)	·	·	-5.9	·
COc1ccc(C2CC(c3ccc(Cl)cc3)=NN2c2ccc(S(N)(=O)=O)cc2)cc1 (centres undefined)	·	·	-8.6	·
COc1cccc(CNC(=O)[C@@H]2CCCN2C(=O)[C@H]2CCCCN2S(=O)(=O)c2ccc(OC)c(C)c2)c1	·	·	-5.3	·
c1ccc2oc(-c3ccc(Nc4nc(N5CCOCC5)nc(N5CCOCC5)n4)cc3)nc2c1	·	·	-5.6	·

(next part)
Structure	PHOSPHO1 inh	V1aR counter	GalR3 antag	OXTR ag
CNC(=O)C[C@@H]1C(=O)N(Cc2ccccc2)CC1(C)C	·	·	-2.4	·
O=C(O)C1=C[C@@H](O)[C@@H](O)[C@H](O)C1	·	·	-1.7	·
C(=C/c1ccccc1)/c1ccccc1	·	·	-2.1	·
Cc1ccc(C2/C=C\CC(NC(=O)OCC3c4ccccc4-c4ccccc43)CC(=O)N2Cc2ccccc2)cc1 (centres undefined)	·	·	-5.0	·
COc1cc(-c2cc(NC=O)c3ncc(-c4ccc(C(C)=O)cc4)n3c2)cc(OC)c1OC	·	·	-6.4	·
COc1cc(Cn2c3ccc(NC(=O)NCCc4ccccc4)cc3c(=O)n2C)ccc1F	·	·	7.5	·
Cc1ccccc1C1(O)c2ccccc2-c2ccccc21	·	·	-5.5	·
O=C1CN(CCN2CC(=O)N(Cc3ccccc3)C(=O)C2)CC(=O)N1Cc1ccccc1	·	·	-2.9	·
Cc1cc2oc(=O)cc(CN(C)Cc3ccccc3)c2cc1Cl	·	·	-7.2	·
CCOC(=O)[C@]12CCC=C1N(Cc1ccc3c(c1)OCO3)C(=O)[C@H](CC(=O)NCC13CC4CC(CC(C4)C1)C3)C2	·	·	-7.8	·
O=C(CC[C@H]1O[C@@H](n2ccc(=O)[nH]c2=O)[C@H](O)[C@@H]1O)NCc1cccc2ccccc12	·	·	-5.2	·
CC(C(=O)OCC(=O)Nc1ccccc1OC(F)F)N1C(=O)C2CC=CCC2C1=O (centres undefined)	·	·	-3.6	·

The results go on.
Structure	PHOSPHO1 inh	V1aR counter	GalR3 antag	OXTR ag
Nn1c(SCC(=O)Nc2ccccc2Oc2ccccc2)nnc1C1CC1	·	·	-1.2	·
COCc1cc(N2CCN(C(=O)OC(C)(C)C)C[C@@H]2C)ccc1N1CC[C@@H](O)C1	·	·	-8.4	·
Cc1nc(N)[nH]c(=O)c1CCCNc1ccc([N+](=O)[O-])cc1	·	·	2.7	·
COc1cc(/C=C2/SC(=S)N(CCC(=O)N3CCN(C)CC3)C2=O)cc(OC)c1OC	·	·	5.7	·

2 entries drawn at random from those above, as already listed:
Structure	PHOSPHO1 inh	V1aR counter	GalR3 antag	OXTR ag
COCc1cc(N2CCN(C(=O)OC(C)(C)C)C[C@@H]2C)ccc1N1CC[C@@H](O)C1	·	·	-8.4	·
Nn1c(SCC(=O)Nc2ccccc2Oc2ccccc2)nnc1C1CC1	·	·	-1.2	·
